Source: PubChem BioAssay (Fisher Drug Discovery Resource Center)
mcGAS lum – inhibitors of mouse cGAS | recombinant cGAS, Kinase-Glo ATP depletion luminescence | inhibition, % at 12.5 µM | hit rate 0.15% among 160,000;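 also: 0% = negative control wells and 100% = reference inhibitor with no enzyme activity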
NPYLR7 agonist – activates Aedes aegypti NPYLR7 receptor | AID 1259423 | hit rate 0.15% among 270,000 | HEK293T NPYLR7/Galpha15, GCaMP6s calcium fluorescence | activation, % at 10 µM; in the data active = activation above about 40%;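 also: 0% = vehicle and 100% = reference agonist at the receptor; some compounds past the cut are filed as inactive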
hcGAS lum – human cGAS inhibition | Q8N884 | recombinant h-cGAS, ATP depletion, Kinase-Glo luminescence | inhibition, % at 12.5 µM | hit rate 0.081% among 290,000;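 also: 0% = vehicle reaction and 100% = reaction without DNA for no activity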
Target sequence (Q8N884 whole entry, looked up): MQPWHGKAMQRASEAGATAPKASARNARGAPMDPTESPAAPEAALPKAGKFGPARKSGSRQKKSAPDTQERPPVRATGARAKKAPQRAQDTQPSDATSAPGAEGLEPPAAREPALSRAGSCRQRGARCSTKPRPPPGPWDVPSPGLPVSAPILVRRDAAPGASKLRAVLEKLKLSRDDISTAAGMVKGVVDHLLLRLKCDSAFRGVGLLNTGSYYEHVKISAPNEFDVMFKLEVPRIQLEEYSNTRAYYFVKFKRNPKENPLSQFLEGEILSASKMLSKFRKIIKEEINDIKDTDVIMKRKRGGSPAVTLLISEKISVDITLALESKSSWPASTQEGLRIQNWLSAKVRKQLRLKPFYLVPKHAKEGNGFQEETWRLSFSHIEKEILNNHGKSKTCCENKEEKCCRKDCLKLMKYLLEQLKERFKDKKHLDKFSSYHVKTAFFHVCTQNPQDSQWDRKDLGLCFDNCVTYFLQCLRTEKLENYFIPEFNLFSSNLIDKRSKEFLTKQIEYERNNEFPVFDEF
An asterisk follows results filed as active; nt = not tested or not shown; & = joins results of further samples. Rule as the data show it, unless noted: active = inhibition above about 40%; inactive = the rest.

SMILES	mcGAS lum	NPYLR7 agonist	hcGAS lum
O=C(CCS(=O)(=O)c1ccccc1)N(Cc1cccnc1)c1nc2c(F)cccc2s1	-5	-10	-4
c1coc(-c2nnc(Sc3ncnc4c3oc3ccccc34)o2)c1	7	-3	-5
O=C1CON=C(Cc2ccccc2)N1Cc1cccc(F)c1	nt	8	-1
Cc1cc2nccc(-c3ccccc3)n2n1	-5	1	-5
CC1(NS(=O)(=O)c2ccc3c(c2)CCCC3)CCS(=O)(=O)C1 (stereo not given)	nt	10	-7
CNC(=O)[C@@H]1C[C@H](N)CN1C(=O)Cn1c(C2CC2)nc2ccccc21	nt	11	-2
O=C1N(CCCc2cccnc2)C(=O)C2(CCN(CC3CC=CCC3)CC2)N1Cc1ccccc1 (stereo not given)	nt	-20	6
C=CCCC(=O)N1CCC(n2c(CCC)nc3cccnc32)CC1	nt	9	-4
Cc1cn2c3c(=O)n(CCC(C)C)c(=O)n(C)c3nc2n1C	nt	20	-9
COc1cc(OC)cc(N2C(=O)c3ccccc3NC23CCN(C(=O)c2ccc(F)cc2F)CC3)c1	nt	0	-7
CN1C(=O)c2ccc(NC(=O)COc3ccc(C(C)(C)C)cc3)cc2C1=O	nt	11	-2
CCC(=O)Nc1ccc(OCC(=O)NCc2cnc(C)cn2)cc1	-16	7	-5
COC(=O)Cc1cc(OC(=O)c2ccc(Cl)cc2)n(C(C)(C)C)n1	nt	0	-8
Cc1nc(C(C)NC(=O)c2cc(COc3cc(C)c(Cl)c(C)c3)on2)cs1 (stereo not given)	-3	-1	4
O=C(CCN1C(=O)c2ccccc2C1=O)N1CCOCC1	-4	3	1
COCC(=O)N1CCC(=O)N(CC(C)(C)O)C[C@H]2COc3cc(OC)ccc3[C@H]21	-8	3	6
Cn1c2c(cc(-c3ccccc3Cl)c1=O)CN(C1CCSC1)CC2 (stereo not given)	nt	0	-5
CC1CCc2ccccc2N1C(=O)CSc1nncn1-c1ccccc1 (stereo not given)	nt	-3	12
CCn1c(C2CCN(C(=O)Cc3nonc3C)CC2)nn(C)c1=O	nt	2	-4
O=C(Cn1cccnc1=O)N1CC[C@@H](c2ccc3ccccc3c2)[C@H](O)C1	1	nt	-3
O=C(NCc1ccccc1F)C(C1CCCC1)N1CCN(C(=O)c2ccc(C(F)(F)F)cc2)CC1 (stereo not given)	nt	0	-3
O=[N+]([O-])c1cc(C(F)(F)F)ccc1NNC(=S)NC1CC2CCC1C2 (stereo not given)	-18	-1	30
CCCOCCCNC(=O)c1cc(N2CCCC(C)C2)nc2ccccc12 (stereo not given)	-2	-2	1
CC(=O)Nc1ccc(C(=O)C(C)N(C)Cc2ccc3c(c2)OCCO3)cc1 (stereo not given)	nt	6	-8
COc1cc(Cl)ccc1C(=O)NC(C)C(=O)NC1CCCC1 (stereo not given)	nt	8	-7

Part of the list above with just mcGAS lum and hcGAS lum:
| canonical_smiles | mcGAS lum | hcGAS lum |
| --- | --- | --- |
| CNC(=O)[C@@H]1C[C@H](N)CN1C(=O)Cn1c(C2CC2)nc2ccccc21 | nt | -2 |
| CCn1c(C2CCN(C(=O)Cc3nonc3C)CC2)nn(C)c1=O | nt | -4 |
| C=CCCC(=O)N1CCC(n2c(CCC)nc3cccnc32)CC1 | nt | -4 |
| Cc1cc2nccc(-c3ccccc3)n2n1 | -5 | -5 |

(list continues)
SMILES	mcGAS lum	NPYLR7 agonist	hcGAS lum
O=C(NCC1CCCN(Cc2c[nH]c3ccccc23)C1)c1ccc(F)cc1 (stereo not given)	nt	2	-3
CCN(CCn1cc[nH]c1=O)CC1CCCCO1 (stereo not given)	-3	nt	-9
COc1ccc(OC)c(NC(=O)Cn2c(CCC(=O)O)ccc2-c2ccccc2)c1	nt	-13	-5
COc1ccccc1OCCCOc1ccc(Br)cc1Cl	nt	60*	1
CCOC(=O)CSc1nnc(-c2ccc(F)cc2)n1-c1ccc(C)cc1	-3	-2	0
CCC(=O)c1cccc(NC(=O)c2ccc(C(N)=O)s2)c1	nt	2	-6
CCOc1c(C)cnc2c1c(=O)n(CC(=O)NC1CCCCC1)c(=O)n2C	-7	0	-9
FC(F)(F)c1cc(-c2cccs2)nc(NC2CCCC2)n1	nt	2	2
CCc1nc(C)ccc1OCC(=O)NCCCN(C)C	nt	9	-2
COc1cc(C=CC(=O)c2ccccc2)cc(OC)c1OC	4	1	-8
C1CCC2(CC1)OCC1(CO2)COC2(CCCCC2)OC1	-3	-3	-7
O=C(NC(c1ccc(Cl)cc1)c1cnccn1)C1CCN(CCCc2ccccc2)CC1 (stereo not given)	-4	18	-4
O=C(CSC1CCS(=O)(=O)C1)Nc1ccc(F)cc1 (stereo not given)	nt	2	-4
Cn1c2c(c(=O)n(C)c1=O)C(c1cccc(Br)c1)C1=C(N2)c2ccccc2C1=O (stereo not given)	-2	2	-3
c1coc(-c2nc3nc4ccccc4nc3n2-c2ccc3c(c2)OCCO3)c1	0	-12	1
O=C(c1ccco1)N(Cc1nccn1Cc1ccc(Cl)c(Cl)c1)C1CC1	-7	16	-9
COC1=NC(N)=C(S(=O)(=O)c2ccccc2)C(c2ccccc2)C1S(=O)(=O)c1ccccc1 (stereo not given)	nt	8	2
CSc1nnc(C)c(=O)n1COC(=O)c1ccccc1I	-7	0	-9
O=C(NC(c1ccc(F)cc1)c1ccc2ccccc2n1)C1CCN(Cc2ccccc2)CC1 (stereo not given)	-5	5	-4
CCc1nn(C)c(Cl)c1CN1CCN(C)C2(CCC(=O)N(C)CC2)C1 (stereo not given)	-4	nt	-4
COCCNC(=O)c1cnn2c(C(F)(F)F)cc(-c3ccc4c(c3)OCO4)nc12	-3	-6	-3
COc1cc(OC)nc(NC(=O)CCl)n1	nt	-1	-7
O=C(NCCN1C(=O)SC(=Cc2ccccc2F)C1=O)c1ccco1	nt	19	-13
NC(=O)c1ccccc1NCC(=O)Nc1cccc(F)c1	nt	-6	7
COCCn1c(=O)[nH]c(=O)c2c(-c3ccc4ccccc4c3)ccnc21	-7	-8	-5

Other compounds follow.
SMILES	mcGAS lum	NPYLR7 agonist	hcGAS lum
CN1CCN(c2nc(-c3ccccn3)nc3c2CCNC3)CC1CCO (stereo not given)	-19	3	1
COc1ccc(NC(=O)C2(C)CCN2Cc2c(F)cccc2F)cc1OC (stereo not given)	nt	7	-7
CC(OC(=O)c1cc2c(s1)CCC2)C(=O)NC(N)=O (stereo not given)	nt	7	-4
CN(C)CCNC(=O)c1cnn(-c2ccc([N+](=O)[O-])cc2)c1C(F)(F)F	-7	-3	-11
CCOC(=O)N1CCN(C(c2ccc(C(C)C)cc2)C2Sc3nc(CC)nn3C2=O)CC1 (stereo not given)	-7	-6	-8
C=CC[C@@H]1CC=C[C@@H](C)N1C(=O)C(=O)Nc1nnc(CC)s1	-8	-2	-4
c1ccc(-c2noc(CN3CCOc4ccccc4C3)n2)cc1	-2	0	7
O=C(Nc1ccc(F)cc1)c1csc(CSc2nnc(-c3cccnc3)n2-c2cccc(Cl)c2)n1	-4	-3	-3
CCOC(=O)c1sc(N)nc1C	-5	9	-2
Cc1c(C(=O)Nc2cccc(C(C)O)c2)ncn1Cc1ccc(Cl)cc1 (stereo not given)	nt	0	0
COc1ccccc1CCNC(=O)CN1CN(c2ccccc2)C2(CCN(S(=O)(=O)c3ccc(F)cc3)CC2)C1=O	-4	-1	-3
Cc1cc(C(=O)CN2CCN(S(C)(=O)=O)CC2)c(C)s1	-8	10	-9
O=C(CC1COCCN1C(=O)NC1CCCC1)NCCC1=CCCCC1 (stereo not given)	-7	nt	-15
O=c1c2cnc(N3CCCCC3)nc2ccn1-c1ccc(Br)cc1	-6	0	-9
CCOC(=O)c1c(NC(=O)COC(=O)c2cnccn2)sc(C)c1C	-9	3	-9
COCC(=O)N1CC(C(=O)NCc2ccccn2)CC(c2cccc(C)c2)C1 (stereo not given)	-5	nt	-3
Cc1oc(-c2ccsc2)nc1CS(=O)Cc1ccc(C#N)cc1 (stereo not given)	nt	11	-10
Cc1cc(C)c(C(=O)Nc2cc(CC(C)(C)C)[nH]n2)c(=O)[nH]1	-15	7	-8
CCCc1nc(NC2CCNCC2)c2cnn(C)c2n1	nt	7	-6
O=C1CSC(c2cccnc2)N1c1ccc(Oc2ccccc2)cc1 (stereo not given)	-1	1	-1
COCCNC(=O)C(NC(=O)c1ccc2c(c1)OCO2)C1CCN(C(=O)c2ccc(C(F)(F)F)cc2)CC1 (stereo not given)	-9	11	-3
CCOC(=O)C1CCCN(C(=O)c2csc(CN(C(=O)Nc3ccc(C(C)C)cc3)C(C)C)n2)C1 (stereo not given)	-5	19	-12
Cn1ccc(C(=O)N2CCC(c3c[nH]c4ccccc34)CC2)cc1=O	nt	-2	-3
NS(=O)(=O)c1ccc(CNC(=O)c2cc(=O)c(OCc3ccc(F)cc3)co2)cc1	nt	2	-11
CN1C(=S)N(C2CCCCC2)C(=O)/C1=C\c1ccc(O)cc1O	-8	32	-4

Other results
SMILES	mcGAS lum	NPYLR7 agonist	hcGAS lum
CN(C)c1ccc(C2NC(C(=O)O)Cc3c2[nH]c2ccccc32)cc1 (stereo not given)	5	5	3
Cc1nn(C2CCS(=O)(=O)C2)c2nc(-c3cccs3)cc(C(=O)N3CCC(C)CC3)c12 (stereo not given)	-9	1	-9
O=c1ccnc(SCc2ccc(Cl)c(Cl)c2)[nH]1	nt	3	-2
COc1ccc(C(=O)Nc2ccc(-n3nc(OC)nc3-c3ccc(F)cc3)cc2)c(OC)c1	-5	0	-5
CN(C)CCN(Cc1cc(NC(=O)c2cccc(F)c2)ccc1N(C)C)C(=O)c1ccc(F)cc1	0	nt	-2
CCNC(c1ccncc1)c1ccc(F)cc1 (stereo not given)	nt	-15	3
CC(C)Oc1cccnc1C(=O)Nc1ccc2oc(=O)[nH]c2c1	nt	-5	1
CCOC(=O)Nc1cccc(OS(=O)(=O)c2ccccc2OC)c1	nt	2	-3
Cc1ccc(C(=O)Nc2c(N)nc(SCC(=O)NCC3CCCO3)[nH]c2=O)cc1 (stereo not given)	-8	1	3
CCN(CC)C(=O)Oc1ccc2c(ccn2Cc2ccc(C(F)(F)F)cc2)c1-c1ccc(OC)cc1	-8	4	-9
N#Cc1ccccc1/C=C/C(=O)NC(CN1CCOCC1)c1ccccc1 (stereo not given)	nt	14	-6
CCS(=O)(=O)Oc1ccc(CN(CCOC)C(=O)Nc2ccc(Cl)cc2)cc1	-7	-3	-16
O=C(COc1ccccc1F)Nc1c2c(nn1-c1nc3ccccc3s1)CCC2	nt	5	-4
CCOc1cc(S(=O)(=O)n2cnc(C)c2)c(OCC)cc1C	nt	4	-4
COc1ccc(F)c(CN2CCCC(O)(CN(C)Cc3cnccn3)C2=O)c1 (stereo not given)	-16	23	-4
COCCn1c(=O)c2c(nc3n(-c4ccccc4Cl)c(C)cn23)n(C)c1=O	nt	-2	-5
NC(=N/N=C\c1ccccc1O)c1nonc1N	nt	-19	4
Cc1cc2ncn(CC(O)CN3CCOCC3)c2cc1C (stereo not given)	-6	4	-10
COCCCNc1nc2nonc2nc1N(C)Cc1cccc2ncccc12	-3	-3	-7
Fc1ccc(Oc2cc(N3CCCNCC3)ncn2)cc1Cl	nt	-11	0
COCCCC1CCCCN1C(=O)Nc1ccc(C(C)=O)cc1 (stereo not given)	-8	-2	-3
CCOC(=O)CSc1nnc(CNc2ccc(C)c(Cl)c2)n1C	nt	4	-8
Cc1ccc(S(=O)(=O)N(CCN2CCOCC2)CC(=O)N2CCc3sccc3C2COc2ccc(F)cc2)cc1 (stereo not given)	-7	-1	-3
Cc1sc(NC(=O)/C=C/c2ccccc2)nc1-c1ccccc1	0	-8	4
COc1ccc(NC(=O)c2cn(C)c3c(=O)n(-c4ccccc4)c(=O)[nH]c23)cc1OC	nt	3	-8

Whole records, looked up by structure.
COCCn1c(=O)c2c(nc3n(-c4ccccc4Cl)c(C)cn23)n(C)c1=O is listed with mcGAS lum = nt; NPYLR7 agonist = -2; hcGAS lum = -5
NC(=N/N=C\c1ccccc1O)c1nonc1N is listed with mcGAS lum = nt; NPYLR7 agonist = -19; hcGAS lum = 4

3 compounds from above, sorted by molar mass, falling:
SMILES	mcGAS lum	NPYLR7 agonist	hcGAS lum
COCCCNc1nc2nonc2nc1N(C)Cc1cccc2ncccc12	-3	-3	-7
CCOc1cc(S(=O)(=O)n2cnc(C)c2)c(OCC)cc1C	nt	4	-4
COCCCC1CCCCN1C(=O)Nc1ccc(C(C)=O)cc1 (stereo not given)	-8	-2	-3

Remaining list, next part
SMILES	mcGAS lum	NPYLR7 agonist	hcGAS lum
COc1ccccc1N1CCN(c2ccc(NC(=O)C34CC5CC(CC(C5)C3)C4)cc2C(=O)NCCCN2CCOCC2)CC1	0	-2	2
Cc1ccc(-n2nc3c(c2NC(=O)/C=C\c2ccccc2)CSC3)cc1	nt	-3	-6
CCN1CCN(c2ncnc3c2nc2n3CCCCC2)CC1	nt	4	-2
CC1CCN(CCCC(=O)c2ccc(F)cc2)CC1	nt	-3&3	-2&-5
Nc1cc(-c2cccc(Cl)c2)nn1-c1ccc(C(=O)NCCc2ccccc2F)cc1	-5	14	-3
O=C(CN1CCN(C(=O)CCc2ncc(-c3ccc(F)cc3F)o2)CC1)Nc1ccc(F)cc1	nt	3	-7
Cn1nccc1C(=O)NC1CCCc2nc(-c3ccccc3)ncc21 (stereo not given)	-14	26	-12
CCN(CC)CCn1c(NC(=O)C2CCN(S(C)(=O)=O)CC2)nc2ccccc21	nt	10	-3
Cc1cnc(CNC(=O)CCCCN2Cc3ccccc3C2=O)cn1	-18	0	-4
COc1ccc2[nH]c3c(c2c1)CCN(C(=O)c1cc(C)nc(Cl)c1)C3C(C)Cc1ccc2c(c1)OCO2 (stereo not given)	-5	9	0
CC1(Cc2ccc(C(F)(F)F)nc2)C(=O)Nc2cccc(Cl)c21 (stereo not given)	-4	2	3
